Source: PubChem
GPR7 antagonist: GPR7 receptor antagonists, primary screen, cell-based, fluorescence, single concentration; Neuropeptides B/W receptor type 1 (Homo sapiens), P48145; inhibition, % at 4.4 µM; 290,000 tested, 1.1% active; GPR7-expressing cells, fluorescence antagonist assay; in the data active means inhibition above about 16%, passing the limit was not always enough;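 further: cells stimulated with the agonist NPW; 0% = agonist with vehicle and 100% = vehicle without agonist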
Target sequence (P48145 whole entry, looked up): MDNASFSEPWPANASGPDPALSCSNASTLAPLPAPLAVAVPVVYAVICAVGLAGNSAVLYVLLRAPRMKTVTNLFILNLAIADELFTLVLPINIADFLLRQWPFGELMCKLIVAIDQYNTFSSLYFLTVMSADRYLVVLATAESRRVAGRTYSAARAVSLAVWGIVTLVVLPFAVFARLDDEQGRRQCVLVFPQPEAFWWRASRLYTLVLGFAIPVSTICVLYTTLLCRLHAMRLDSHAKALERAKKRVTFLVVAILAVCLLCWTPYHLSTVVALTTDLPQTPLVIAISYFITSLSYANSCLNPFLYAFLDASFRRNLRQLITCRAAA
IDE inh: human IDE inhibitors in live cells, primary screen, fluorescence polarization, HEK cells, FAbetaB substrate; Insulin-degrading enzyme (Homo sapiens), P14735; FAbetaB cleavage; inhibition, % at 5.59 µM; 320,000 tested, 0.41% active;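 active means percent inhibition above the average of all tested compounds plus 3 SD, set per screening campaign, cut at about 16% in these data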;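 further: IDE supplied by intact live HEK cells; FP after avidin binding of uncleaved biotin substrate so inhibition keeps polarization high; 0% = DMSO wells and 100% = 60 µM reference IDE inhibitor Ii1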
PHOSPHO1 inh: PubChem AID 1565 | Phosphoethanolamine/phosphocholine phosphatase (Homo sapiens), Q8TCT1 | recombinant PHOSPHO1, absorbance phosphatase assay | inhibition, % at 13.3 µM | 290,000 tested, 1.1% active; in the data active means inhibition above about 60%
Target sequence (Q8TCT1 whole entry, looked up): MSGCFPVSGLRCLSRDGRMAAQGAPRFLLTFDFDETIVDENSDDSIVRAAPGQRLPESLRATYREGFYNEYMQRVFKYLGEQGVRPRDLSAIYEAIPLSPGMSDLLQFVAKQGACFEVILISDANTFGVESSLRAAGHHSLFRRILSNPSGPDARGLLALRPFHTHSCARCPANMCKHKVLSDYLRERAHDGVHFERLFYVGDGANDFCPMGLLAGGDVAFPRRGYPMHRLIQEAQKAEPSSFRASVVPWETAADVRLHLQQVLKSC
NALP1 yeast inh: NALP1 inflammasome inhibitors in reconstituted yeast, colorimetric, S. cerevisiae, triplicate retest; 280,000 tested, 0.61% active; inhibition, % at 10 µM; S. cerevisiae NALP1/ASC/caspase-1 growth, X-gal OD620, 72 h; in the data active means inhibition mostly above about 24%, no sharp cut-off; inactive means mostly below about 32%; further: some compounds called inactive have numbers as strong as hits
PfM18AAP inh: PfM18AAP inhibitors, malaria aminopeptidase, primary screen, biochemical, QFRET, recombinant enzyme | inhibition, % at 7.35 µM | H-Glu-NHMec fluorogenic cleavage | 290,000 tested, 1.2% active | M18 aspartyl aminopeptidase (Plasmodium falciparum 3D7);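 active means inhibition above the campaign mean inhibition over all tested compounds plus 3 SD, cut at about 28% in these data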;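 further: 0% = plate median of test compound wells and 100% = 2 mM ZnCl2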
VIM-2 inh: VIM-2 metallo-beta-lactamase inhibitors, primary screen, biochemical, epi-absorbance readout, Pseudomonas aeruginosa enzyme. AID 1527, 2009. purified VIM-2, nitrocefin hydrolysis, epi-absorbance fluorescence. 290,000 tested, 0.89% active. inhibition, % at 5.6 µM;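 active means inhibition above the mean of all tested compounds plus 3 SD, cutoff set per screening run, cut at about 7.5% in these data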;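 further: red hydrolysis product quenches plate fluorescence so inhibitors raise well fluorescence; 0% = enzyme with DMSO and 100% = DMSO without enzyme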
pCIP destab: p/CIP-EGFP fusion destabilizers, primary screen, fluorescence, F442A cells. 290,000 tested, 0.01% active. decrease of EGFP signal, % at 10 µM. AID 1984, 2009. 16 h. Q05BA5;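 active means EGFP signal decrease of at least 30% at 10 µM or well 3 SD below plate mean, unless failing retest; inactive means the rest, including hits failing retest or dose response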; further: some compounds called inactive have numbers as strong as hits; many of its hits are not listed in these tables
IMP-1 inhibitor: IMP-1 metallo-beta-lactamase inhibitors, primary screen, biochemical, epi-absorbance readout, Pseudomonas aeruginosa enzyme; metallo-beta-lactamase IMP-1 (Pseudomonas aeruginosa); purified IMP-1, nitrocefin hydrolysis, epi-absorbance fluorescence; inhibition, % at 5.6 µM; 290,000 tested, 0.45% active; AID 1556, 2009;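 active means inhibition above the mean plus 3 SD of all compounds in the same screening run, cut at about 4.5% in these data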;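 further: 0% = IMP-1 with DMSO and 100% = DMSO wells lacking enzyme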
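System: purified IMP-1; amount: IMP-1 0.2 nM before substrate addition; compound: single dose, 5.6 µM; times: 25 °C, 15 min preincubation, 25 min reaction; signal: Epi-absorbance via hydrolysed-nitrocefin quenching of white-plate fluorescence, 480/530 nm, EDTA stop; benchmarks: DMSO with and without IMP-1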
IDE cell activ: human IDE activators in live cells, primary screen, fluorescence polarization, HEK cells, FAbeta-B substrate | Insulin-degrading enzyme (Homo sapiens), P14735 | FAbeta-B cleavage; 0% vehicle, 100% cell-free pure enzyme wells | activation, % at 5.96 µM | 340,000 tested, 0.073% active | AID 493087, 2011;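 active means activation above the mean of all tested compounds plus 3 SD, set per screening campaign, cut at about 17% in these data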
* marks the source's active call; other numbers are inactive results; · = no result given; & = joins results of further samples.

SMILES	GPR7 antagonist	IDE inh	PHOSPHO1 inh	NALP1 yeast inh	PfM18AAP inh	VIM-2 inh	pCIP destab	IMP-1 inhibitor	IDE cell activ
CCOC(=O)c1ccc(NC(=O)CSc2nc(N)c(NC(=O)c3ccc(Br)o3)c(=O)[nH]2)cc1	-7	6	17	10	0	-4.5	-4	-1.9	-3
CCS(=O)(=O)N1CCC(NC(=O)C(Cc2cccc(OC)c2OC)NC(C)=O)CC1 (stereo not drawn)	-11	·	29	-7	-2	-1.6	1	-3.6	0
O=C(CSc1nnc(-c2ccccc2)o1)Oc1ccc(Br)cc1	-16	-1	-3	16	-2	-1.6	-11	0.3	3
CCOc1ccc(-c2noc(CCCC(N)=O)n2)cc1OC	0	1	9	-2	9	-5.2	-3	-3.0	-5
CCCNC(=O)c1ccc2c(=O)n(Cc3ccco3)c(=S)[nH]c2c1	-1	4	-82	13	10	-0.1	-18	-2.2	4
CC1(C)C2([N+](=O)[O-])CN3CC1([N+](=O)[O-])CN(C2)C3C(O)C(O)C(O)CO (stereo not drawn)	-8	3	23	·	1	-2.5	2	-3.0	3
O=C(NNC1=Nc2ccccc2SC1)c1ccc(F)cc1	-17	0	-1	-4	0	-2.2	-12	-3.8	6
CCOC(=O)c1c(CN2CCOCC2)n(-c2ccccc2)c2ccc(O)cc12	-9	-2	-2	-6	5	-1.1	14	-1.8	6
O=S(=O)(NCCc1csc(-c2ccccc2)n1)c1ccc2c(c1)OCCO2	-7	-4	16	·	-4	-4.6	-4	-11	-1
CC(OC(=O)c1cc2sccc2n1C)C(=O)NCC1CCCO1 (stereo not drawn)	-1	5	-2	14	2	-1.1	6	-6.6	0
O=c1ccc(/C=C/c2ccccc2)nn1Cc1ccc(Cl)cc1Cl	3	-3	3	5	-2	-1.0	10	-3.5	6
O=[N+]([O-])c1ccccc1S(=O)(=O)c1ccccc1	-12	0	40	12	-10	-1.1	-4	-0.3	2
Nc1nc(SCC(=O)Nc2ccc(Cl)cc2)[nH]c(=O)c1-c1ccccc1	3	3	-34	7	6	-3.9	8	-2.4	-5
CCOCCCNC(=O)c1ccc2c(c1)OCO2	-11	-3	14	-10	-2	-4.0	2	-0.3	-2
Cc1cc(NC(=O)c2c(Br)cnn2C)no1	-5	·	·	32	1	-2.8	-4	-1.1	4
COc1cccc(C(O)c2nc3ccccc3n2C(C)C)c1 (stereo not drawn)	14	-3	-1	7	11	-2.4	-2	-1.2	3
COc1ccc(C(CNC(=O)c2ccc(C)c(S(=O)(=O)Nc3ccccc3OC)c2)N2CCCC2)cc1 (stereo not drawn)	3	7	34	4	2	-4.8	-49	-5.0	-7
CC(=O)N1N=C(c2ccccc2)OC1c1cccnc1 (stereo not drawn)	0	-1	53	-14	2	-0.9	-10	-0.6	-4
Cn1cnnc1SC(C(=O)Nc1cc(Cl)cc(Cl)c1)c1ccccc1 (stereo not drawn)	0	1	-8	34	-3	-2.6	-16	-1.3	2
Cc1cccc(N2C(=O)C(Cc3ccccc3)NC2=S)c1 (stereo not drawn)	3	-5	-2	18	-3	0.6	-2	-3.6	4
COc1cccc(CNC(=O)CCC2CCCN(C(=O)CCc3c(C)noc3C)C2)c1 (stereo not drawn)	-3	5	30	1	9	-3.5	-12	-2.9	-1
COc1ccc(C2(O)CN(c3ccc(C)cc3)C3=[N+]2CCCC3)cc1 (stereo not drawn)	-6	2	-32	9	5	-0.5	-3	-0.9	1
CN(C)S(=O)(=O)c1cccc(NC(=O)Cn2cnc3ccccc3c2=O)c1	-6	7	3	-50	-5	-3.5	2	-3.3	6
CCOC(=O)c1sc2nc(NC(=O)C3CC3)sc2c1C	-1	0	-19	5	-1	-2.8	-3	-5.8	1
Cc1nnc(Sc2nc3c(c(=O)n(C)c(=O)n3C)n2Cc2ccc(Cl)cc2)s1	-2	-1	-6	24	1	-1.6	-12	-1.0	4
COCc1c(C(=O)N/N=C(/C)c2ccccc2)nnn1-c1nonc1N	-11	10	16	6	2	-3.4	-17	-2.6	2
CCNS(=O)(=O)c1ccc(OCCNS(C)(=O)=O)cc1	-5	4	29	26	4	-0.5	-4	-5.3	3
CCCc1cc(=O)[nH]c(Nc2cc(OC)ccc2OC)n1	-5	3	18	18	17	2.7	-13	-2.8	3
CC(C)c1nc(SCC(=O)c2ccccc2)c2c(=O)n(C)c(=O)n(C)c2n1	-5	8	-26	28	-2	5.6	-6	-3.0	-8
O=C(Nc1ccc(-c2csc(Nc3cccc(C(F)(F)F)c3)n2)cc1)c1cccc(C(F)(F)F)c1	·	-2	22	·	·	·	-16	·	-4
CCC1(C)Cc2c(sc3c2c(=O)n(-c2ccccc2)c(=O)n3C)CO1 (stereo not drawn)	-19	2	77*	-6	2	0.4	-3	-2.1	-7
CCN(CC)S(=O)(=O)c1ccc(OC)c(NC(=O)c2cccc([N+](=O)[O-])c2C)c1	3	1	·	·	-15	2.0	·	-1.1	8
CCN(CC)c1nc(C)c(C(C)=O)cc1C#N	-5	-4	12	34	-2	-4.2	-3	-3.2	5
COc1ccc(C)cc1NC(=O)NNC(=O)c1cc2ccccc2cc1O	-9	-1	38	2	22	1.7	6	2.0	2
N#Cc1nc(COc2ccccc2)oc1N1CCN(c2cccc(Cl)c2)CC1	-13	-3	41	-4	-2	-0.3	-14	-2.5	-3
Cc1ccc(C(=O)CCC(=O)O)cc1	-5	8	16	49	12	-1.0	10	-3.3	·
CCCc1nc2ccccc2c(=O)n1CC(=O)c1ccccc1	-10	-1	18	-1	0	-3.4	-22	-2.0	-4
O=C(NCc1ccco1)c1scc2c1OCCO2	1	2	8	5	-2	0.1	-7	-2.4	2
CC[C@@]1(c2ccccc2C)C(=O)N(C(=O)OC)N1C(=O)OC	-8	4	31	18	-8	-0.6	6	-2.1	1
CCN(CC(=O)Nc1c(F)cccc1F)C(=O)c1n[nH]c2ccccc12	-1	-2	32	-3	-9	-1.9	-5	-1.9	3
CCOC(=O)N1CCC(NC(=O)CS(=O)Cc2nc(-c3ccccc3C)oc2C)CC1 (stereo not drawn)	-8	0	21	24	-20	-1.2	-16	-1.4	1
O=C(Nc1ccccc1N1CCOCC1)C1CCCCN1S(=O)(=O)c1ccccc1 (stereo not drawn)	-5	3	23	13	-4	-3.1	-13	-1.9	-2
O=C(Nc1scc(-c2ccccc2)c1C(=O)O)c1ccco1	-13	8	11	10	8	-1.7	-6	4.8*	-1
O=c1[nH]c(-c2ccccc2)c(-c2ccccc2)[nH]1	-3	-3	24	-6	0	14*	-2	-2.4	4
Cc1nn(C)cc1CN1CCCC(C(=O)c2ccc(-c3ccccc3)cc2)C1 (stereo not drawn)	1	3	37	15	-12	1.8	-21	-1.9	-4
Cc1ccc(-c2c(=O)n(OCc3ccccn3)c3ccccc3[n+]2[O-])cc1	-10	·	25	0	-5	0.4	-9	-2.2	·
Cc1ccc(/C=N/NC(=O)c2ccc(-c3ccccc3)cc2)o1	-19	-4	28	-2	1	-1.9	6	-2.5	3
c1ccc(CSc2nnc(-c3sccc3-n3cccc3)o2)cc1	3	4	29	14	-11	-3.1	-13	-1.7	1
CS(=O)(=O)Nc1ccc(C2=NN(S(=O)(=O)c3ccccc3)C(c3cccs3)C2)cc1 (stereo not drawn)	-9	7	-24	22	0	-1.9	-21	-2.8	-3
Cn1ccsc1=NC(=O)c1ccc(=O)[nH]c1	-5	2	28	6	-9	-2.4	-4	-3.6	-2

Two successive records from above, quoted:
SMILES	GPR7 antagonist	IDE inh	PHOSPHO1 inh	NALP1 yeast inh	PfM18AAP inh	VIM-2 inh	pCIP destab	IMP-1 inhibitor	IDE cell activ
O=C(Nc1scc(-c2ccccc2)c1C(=O)O)c1ccco1	-13	8	11	10	8	-1.7	-6	4.8*	-1
O=c1[nH]c(-c2ccccc2)c(-c2ccccc2)[nH]1	-3	-3	24	-6	0	14*	-2	-2.4	4

Other entries follow.
SMILES	GPR7 antagonist	IDE inh	PHOSPHO1 inh	NALP1 yeast inh	PfM18AAP inh	VIM-2 inh	pCIP destab	IMP-1 inhibitor	IDE cell activ
CC1CCN(c2ccc(C(=O)OCC(=O)NCCN3C(=O)CSC3=O)cc2[N+](=O)[O-])CC1	-1	4	20	1	1	-3.0	11	-2.1	1
O=C1CCCN1S(=O)(=O)c1ccc(F)cc1	-20	6	·	·	1	-1.5	-15	-2.6	-2
COc1ccccc1CCC(=O)Nc1ncc(C)s1	8	6	16	8	3	-2.1	9	-1.7	3
Cc1ccccc1CNC(=O)CCc1ccccc1	-2	0	45	9	0	-1.8	-4	-2.8	·
O=C(Nc1cccnc1)c1cc(F)c(F)cc1Cl	-5	3	-8	-6	0	-0.4	14	-0.5	2
COc1ccc(C(=O)c2ccccc2)cc1	-6	6	9	4	-17	-1.7	17	-2.5	2
S=C(NCc1ccc2c(c1)OCO2)NC1CCN(Cc2ccccc2)CC1	-3	1	13	-4	-13	0.8	-18	-0.4	0
O=C(CSc1nnc(-c2cccnc2)o1)OC1CCCCC1	-9	-1	-3	17	-3	-4.0	-6	-3.9	1
CCCCC(CC(O)COCCC)c1n[nH]c(=S)n1-c1ccccc1 (stereo not drawn)	3	0	-43	45	13	-3.7	-10	-3.6	-3
COc1ccccc1/C=N/N(C(C)=O)c1nc(-c2ccc(F)cc2)cs1	12	3	-10	20	-4	-1.2	-3	-1.9	-3
Cc1nc(C)c(C(=O)N(c2ccc(C)c(C)c2)C(C(=O)NCc2ccco2)c2ccccc2)s1 (stereo not drawn)	-9	7	22	27	-1	-1.8	-4	-2.5	-1
COC(=O)c1ccc(COc2nc(C)cc(C)c2C#N)o1	-16	2	-22	8	-9	-1.8	-5	-3.3	-2
COc1cc(C(=O)N/N=C/c2sc(=O)n(-c3ccccc3)c2Cl)cc(OC)c1OC	7	4	-5	23	5	-2.9	-12	-3.5	-2
COC(=O)CCn1nc(-c2ccc(C)cc2)c2ccccc2c1=O	-1	1	-25	4	0	-1.1	-5	-1.0	-1
Cc1ccc(-c2nc3ncccc3o2)cc1NC(=O)c1ccc([N+](=O)[O-])o1	5	-1	39	7	2	-2.6	-12	-2.7	6
COC(=O)c1sc2nc3c(c(-c4cccs4)c2c1N)CCCC3	-11	5	-1	16	3	-4.4	-6	-2.7	-1
Nc1ccn([C@H]2CC[C@@H](CO)O2)c(=O)n1	3&-8	0	32&20	4&5	1&5	-0.5&-0.8	2&-8	-0.1&-2.1	6
CCS(=O)(=O)NC(C)C(c1cccs1)N1CCN(c2ccc(F)cc2)CC1 (stereo not drawn)	1	0	42	27	-4	-1.9	-10	-1.5	0

3 entries already listed, ordered by the value under pCIP destab, high to low.
SMILES,pCIP destab
Cc1nc(C)c(C(=O)N(c2ccc(C)c(C)c2)C(C(=O)NCc2ccco2)c2ccccc2)s1 (stereo not drawn),-4
COC(=O)c1sc2nc3c(c(-c4cccs4)c2c1N)CCCC3,-6
Cc1ccc(-c2nc3ncccc3o2)cc1NC(=O)c1ccc([N+](=O)[O-])o1,-12

Rows were taken by chance; about 5.3% have a hit in one of these screens.
